Screening data deposited in PubChem BioAssay by several laboratories.
AHR activator = activators of human aryl hydrocarbon receptor | AHR-responsive luciferase reporter cells, luminescence | 2.5% of 320,000 active | activation, % at 5 µM; in the data active = activation above about 47%;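 note: 0% = vehicle wells and 100% = reference agonist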
MCL1-BIM inh = disrupts human MCL1 binding to BIM-BH3 peptide; Q07820; GST-MCL1 / FITC-Bim-BH3 fluorescence polarization; inhibition, % at 10.9 µM; 0.68% of 320,000 active;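 active = inhibition above the mean inhibition of all tested compounds plus 3 SD, set per campaign, cut at about 40% in these data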;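 note: 0% = DMSO wells and 100% = unlabeled Bim-BH3 peptide control; higher means more loss of mP so more displacement of Bim peptide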
MEX-5 binding = C. elegans MEX-5 TCR-2 RNA binding activity. Q9XUB2. MEX-5/FITC-TCR2 RNA binding, fluorescence polarization; stronger effect = lower value. activity score (negative = inhibition of binding), % at 10 µM. 0.38% of 300,000 active. AID 1832;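 active = inhibition past about -25% in most replicates, and total fluorescence under double the plate's negative control median, limit read from the data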;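 note: 0% = DMSO and -100% = 5 µM competing unlabeled TCR2 RNA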
PAFAH1B2 inh = PAFAH1B2 (human) inhibition; P68402; recombinant PAFAH1B2, FP-rhodamine activity probe, fluorescence polarization; inhibition, % at 3.39 µM; 1.2% of 340,000 active;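 active = inhibition above the mean of all tested compounds plus 3 SD, cut at about 24% in these data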;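 note: 0% = enzyme with DMSO and 100% = wells lacking PAFAH1B2; many of its hits are not listed in these tables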
GLD-1 TGE inh = GLD-1-TGE RNA interaction inhibition (C. elegans) | 0.44% of 320,000 active | Q17339 | AID 2280 | inhibition, % at 5.96 µM | purified GLD-1 + fluorescein TGE RNA, fluorescence polarization;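 active = percent inhibition above a per-plate cutoff, the plate mean of test compounds plus 3 SD, cut at about 30% in these data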;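 note: 0% = DMSO wells with GLD-1 and probe and 100% = wells lacking GLD-1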
Target sequence (Q17339 whole entry, looked up): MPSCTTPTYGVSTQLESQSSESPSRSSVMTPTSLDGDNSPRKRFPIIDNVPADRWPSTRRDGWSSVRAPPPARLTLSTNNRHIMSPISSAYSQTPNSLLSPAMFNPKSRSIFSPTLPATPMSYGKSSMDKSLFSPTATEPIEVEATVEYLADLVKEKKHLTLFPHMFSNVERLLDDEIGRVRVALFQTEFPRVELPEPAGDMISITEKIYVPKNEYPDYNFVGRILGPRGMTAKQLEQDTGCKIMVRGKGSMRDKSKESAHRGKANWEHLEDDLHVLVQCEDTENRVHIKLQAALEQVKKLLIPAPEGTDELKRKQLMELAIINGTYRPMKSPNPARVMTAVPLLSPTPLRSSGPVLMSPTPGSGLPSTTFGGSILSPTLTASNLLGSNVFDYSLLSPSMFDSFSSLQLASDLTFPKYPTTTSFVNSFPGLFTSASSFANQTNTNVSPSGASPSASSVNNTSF
Fam108B inh = counter-screen for RBBP9 inhibitors: inhibitors of mouse Fam108B; recombinant Fam108B, FP-Rh probe fluorescence polarization; inhibition, % at 9.51 µM; 0.33% of 300,000 active; AID 1947;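 active = inhibition above the screen mean inhibition plus 3 SD, computed separately per campaign, cut at about 18% in these data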;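 note: inhibitors lower polarization as less probe binds the enzyme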
pPAFAH FP inh = inhibitors of human plasma PAF acetylhydrolase (pPAFAH). recombinant pPAFAH, FP-rhodamine probe fluorescence polarization. AID 463082. 1.5% of 330,000 active. Q13093. inhibition, % at 3.39 µM;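 active = inhibition above the mean inhibition across the screen plus 3 SD, cut at about 25% in these data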;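 note: inhibitors block binding of the rhodamine activity-based probe so polarization drops; 0% = enzyme with DMSO and 100% = wells lacking pPAFAH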
PME-1 inh = PME-1 (human) inhibition. Q9Y570. recombinant PME-1, FP-Rh probe fluorescence polarization. inhibition, % at 5.9 µM. 0.53% of 320,000 active. AID 2130;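 active = inhibition above the campaign mean of all compounds plus 3 SD, cut at about 26% in these data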;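 note: competitive labeling of PME-1 active site by serine hydrolase directed probe; 0% = PME-1 with DMSO and 100% = wells lacking PME-1 enzyme; inhibitors block probe labeling so polarization falls and inhibition rises; many of its hits are not listed in these tables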
Target sequence (Q9Y570 whole entry, looked up): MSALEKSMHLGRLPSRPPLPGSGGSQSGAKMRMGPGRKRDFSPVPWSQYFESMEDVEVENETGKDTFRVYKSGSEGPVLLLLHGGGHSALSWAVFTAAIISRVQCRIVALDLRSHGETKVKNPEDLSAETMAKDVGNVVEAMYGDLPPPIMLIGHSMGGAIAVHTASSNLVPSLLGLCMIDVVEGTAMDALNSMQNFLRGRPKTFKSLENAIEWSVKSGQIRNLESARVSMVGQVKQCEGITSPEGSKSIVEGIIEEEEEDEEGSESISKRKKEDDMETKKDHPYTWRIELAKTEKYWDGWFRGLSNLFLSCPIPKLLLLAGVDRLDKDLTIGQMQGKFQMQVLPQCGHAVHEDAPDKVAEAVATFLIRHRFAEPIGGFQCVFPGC
Bcl-xL primary = blocks human Bcl-xL binding to Bim BH3 peptide; AID 2129; 0.7% of 320,000 active; Q07817; GST-Bcl-xL / FITC-Bim BH3 peptide fluorescence polarization; inhibition, % at 10.9 µM;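 active = inhibition above the mean of all tested compounds plus 3 SD, cutoff set per campaign, cut at about 30% in these data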;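 note: 0% = DMSO wells and 100% = unlabeled Bim-BH3 peptide competitor; inhibitors lower millipolarization by displacing the labeled peptide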
Target sequence (Q07817 whole entry, looked up): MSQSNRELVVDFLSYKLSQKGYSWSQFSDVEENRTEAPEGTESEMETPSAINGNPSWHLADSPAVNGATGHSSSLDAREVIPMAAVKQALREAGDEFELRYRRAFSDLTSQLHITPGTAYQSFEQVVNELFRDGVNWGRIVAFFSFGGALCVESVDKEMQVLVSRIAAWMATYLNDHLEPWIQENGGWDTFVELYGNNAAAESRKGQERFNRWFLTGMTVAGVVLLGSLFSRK
* = called active by the depositor; x = no result given.

SMILES | AHR activator | MCL1-BIM inh | MEX-5 binding | PAFAH1B2 inh | GLD-1 TGE inh | Fam108B inh | pPAFAH FP inh | PME-1 inh | Bcl-xL primary
CCCc1nn2c(=O)c(C(c3ccc(C)cc3)c3c(O)nc4sc(CCC)nn4c3=O)c(O)nc2s1 | 2.7 | 4.1 | -3.4 | 1.6 | -1.0 | -5.8 | 5.5 | 1.1 | 2.2
CCOC(=O)Nc1ccc2c(c1)Nc1ccccc1S2 | 31.3 | -0.1 | -1.1 | 12.3 | 0.6 | 7.7 | 12.2 | 2.9 | 2.9
COC(=O)CNC(=O)COC(=O)/C=C/c1ccccc1[N+](=O)[O-] | 11.8 | 4.1 | 0.5 | 6.4 | 3.5 | -0.2 | 4.7 | -8.6 | 4.9
Cc1ccc(CNC(=O)C(NS(=O)(=O)c2ccc3nc(C)sc3c2)C(C)C)cc1 (stereo unspecified) | 4.0 | 1.6 | 3.8 | -1.6 | -2.3 | -0.8 | 3.9 | -3.4 | 2.1
Nc1nc(Cl)cc(N2CCC(c3cc(-c4ccc(Cl)cc4Cl)n[nH]3)CC2)n1 | -1.0 | -4.1 | 1.5 | -3.9 | -2.7 | -12.8 | 1.7 | -12.7 | 1.6
CNC(=O)NC(=O)CSc1nnc(-c2ccco2)n1Cc1ccccc1 | -0.8 | -3.7 | 4.0 | -3.1 | 1.5 | 0.9 | 3.8 | -3.8 | -2.4
Cn1c(SCC(=O)Nc2cc(S(=O)(=O)N3CCOCC3)ccc2N2CCOCC2)nnc1-c1ccncc1 | -1.2 | -10.8 | 0.9 | 9.4 | 6.6 | 1.5 | 2.0 | -6.5 | -6.5
Cc1nn(C(C)c2n[nH]c(=S)n2-c2ccc(F)cc2)c(C)c1[N+](=O)[O-] (stereo unspecified) | -0.3 | -9.4 | -2.4 | -0.5 | -0.9 | 6.5 | -3.6 | 5.9 | -6.5
COc1cc(CC(=O)OCC(=O)Nc2ccc3c(c2)OCO3)cc(OC)c1OC | 0.9 | 5.7 | 2.3 | -2.0 | -6.4 | -0.4 | 6.9 | 1.8 | 6.9
CC(=C/C(=O)O)/C(=C/c1ccccc1)C(=O)O | -2.5 | 6.0 | -1.3 | 3.2 | 1.4 | 6.0 | -0.5 | -4.3 | 7.6
N#Cc1ccc(OCC(=O)Nc2ccc(S(=O)(=O)N3CCOCC3)cc2)cc1 | 0.3 | x | x | 0.0 | 2.9 | x | 1.6 | x | x
CC(=O)Nc1ccc(NC(=O)C23CC4CC(C2)CC(n2cnc(Br)n2)(C4)C3)cc1 | -0.5 | 1.1 | 0.6 | 3.8 | 3.6 | -1.7 | 3.4 | -3.0 | 4.1
CN(/N=C/c1ccccc1Cl)c1ncc(Cl)cc1C(F)(F)F | -1.7 | 0.0 | 0.7 | 5.6 | 5.8 | 2.0 | 3.6 | 2.1 | 0.0
CC(=O)c1cccc(OCc2cc(C(=O)N3CCC(N4CCCCC4)CC3)no2)c1 | 0.9 | 1.2 | 0.4 | -0.9 | 4.9 | 1.8 | 4.1 | 4.7 | 5.0
CCOc1ccc(-n2c(Cc3cc(=O)[nH]c(=O)[nH]3)nnc2SCC(N)=O)cc1 | 0.1 | 5.8 | -2.8 | 0.6 | 17.4 | 1.6 | 0.8 | -2.6 | 1.4
COc1cc(C(=O)NCCC(=O)NC2CCCCCCC2)cc(OC)c1OC | -2.1 | 3.9 | -0.4 | 2.8 | 6.3 | 0.7 | 7.6 | -7.8 | -3.1
CCN(C(=O)COC(=O)CC1CCCCC1)c1c(N)n(Cc2ccccc2)c(=O)[nH]c1=O | 0.5 | 5.5 | x | 5.7 | 8.6 | x | -2.5 | -3.5 | 1.3
CC(OC(=O)C1CCC(=O)N1)C(=O)Nc1cc(Cl)cc(Cl)c1 (stereo unspecified) | -0.1 | -5.9 | 2.3 | 2.2 | 2.7 | 1.8 | 2.0 | -3.6 | 2.3
Cc1nc(SC(C)C(=O)NCc2ccc3c(c2)OCO3)nc(C)c1C (stereo unspecified) | -2.1 | x | x | 5.2 | 7.2 | x | -0.7 | x | x
Cc1cc(S(=O)(=O)N2CCN(c3ccc(F)cc3)CC2)ccc1-n1cnnn1 | 0.3 | 4.4 | -1.5 | 4.9 | -6.9 | 4.5 | 0.1 | 0.2 | 2.7
COC(=O)c1cc(C(=O)OC)cc(S(=O)(=O)Nc2ccc(Cl)c(N)c2)c1 | 0.5 | 1.4 | -0.8 | 1.9 | 1.1 | -0.4 | 9.0 | 0.4 | 7.0
Cn1c(=O)c2c(nc(SCCN3CCOCC3)n2C)n(C)c1=O | 5.5 | -2.9 | 1.3 | 5.0 | 3.1 | -6.0 | -8.7 | -8.9 | -11.8
COc1ccccc1C(=O)N/N=C(\C)CC(=O)Nc1ccccc1NC(C)=O | 28.4 | 3.1 | 0.8 | 1.7 | 8.4 | 2.8 | -4.9 | 7.2 | 0.2
Cc1ccc([N+](=O)[O-])c(OCC(O)CNC(C)(C)C)c1 (stereo unspecified) | 3.1 | -2.8 | -0.7 | x | 2.9 | -1.0 | -0.2 | 1.4 | 3.0
O=C1c2ccccc2C(=O)N1CCc1nc(-c2ccc(Cl)cc2)no1 | 0.3 | 8.4 | 0.8 | 6.5 | 5.4 | 2.3 | -1.1 | -3.0 | 5.1

Some entries already given with just Fam108B inh, PME-1 inh and AHR activator:
SMILES | Fam108B inh | PME-1 inh | AHR activator
CCOc1ccc(-n2c(Cc3cc(=O)[nH]c(=O)[nH]3)nnc2SCC(N)=O)cc1 | 1.6 | -2.6 | 0.1
COc1cc(C(=O)NCCC(=O)NC2CCCCCCC2)cc(OC)c1OC | 0.7 | -7.8 | -2.1
CCN(C(=O)COC(=O)CC1CCCCC1)c1c(N)n(Cc2ccccc2)c(=O)[nH]c1=O | x | -3.5 | 0.5
CC(OC(=O)C1CCC(=O)N1)C(=O)Nc1cc(Cl)cc(Cl)c1 (stereo unspecified) | 1.8 | -3.6 | -0.1
Cc1nc(SC(C)C(=O)NCc2ccc3c(c2)OCO3)nc(C)c1C (stereo unspecified) | x | x | -2.1

(more compounds)
SMILES | AHR activator | MCL1-BIM inh | MEX-5 binding | PAFAH1B2 inh | GLD-1 TGE inh | Fam108B inh | pPAFAH FP inh | PME-1 inh | Bcl-xL primary
CN(C(=O)CSc1ncccc1C(=O)O)c1ccccc1 | -0.8 | -0.4 | 1.3 | 2.4 | 3.8 | -0.9 | 0.8 | 1.0 | -1.6
CCCCCc1nnc(NC(=O)C2CCCO2)s1 (stereo unspecified) | 5.1 | 1.8 | -1.5 | 0.6 | 7.7 | 0.5 | 0.1 | 4.8 | -12.9
COc1ccc(NC(=O)C(c2ccc(OC)cc2)N(C)C(=O)CC2NC(=O)NC2=O)cc1 (stereo unspecified) | 2.0 | -1.1 | 0.4 | 0.5 | -5.8 | 1.6 | -4.8 | -1.6 | 3.2
COc1ccc(CSc2nc(C)cc(=O)[nH]2)cc1 | 6.0 | 1.4 | x | 3.4 | 10.3 | 1.4 | -3.3 | 0.7 | 2.2
O=C(Cn1ncc2c(=O)oc3ccccc3c21)NCC1COc2ccccc2O1 (stereo unspecified) | -1.4 | 2.6 | 0.1 | -2.4 | 1.1 | -1.6 | 6.4 | 8.2 | 0.4
O=C(OCC(=O)N1CCc2ccccc21)c1ccncc1 | 8.6 | -8.7 | x | 8.7 | 1.8 | x | -2.8 | -1.1 | -2.8
Cc1nc2ccc3nc(NC(=O)c4ccc(S(=O)(=O)N5CCOCC5)cc4)sc3c2s1 | 0.7 | -4.7 | x | -0.3 | 3.8 | 3.5 | 3.0 | -3.5 | 4.0
CN1CCN(c2ccc(S(=O)(=O)N3CCOCC3)cc2NC(=O)CC(C)(C)C)CC1 | -0.5 | 6.8 | x | -1.4 | 0.6 | x | 0.5 | -2.0 | 5.7
CSc1ncccc1C(=O)Nc1ccc2c(c1)OCO2 | 32.3 | -3.7 | x | -1.2 | -4.0 | x | 2.0 | -4.6 | 0.1
COc1cc(C(=O)OCC(=O)Nc2cc(C)on2)c([N+](=O)[O-])cc1OC | 0.4 | -4.4 | 1.6 | -0.4 | -0.4 | 0.4 | 1.4 | -1.1 | -3.0
Cc1cc(Br)c(S(=O)(=O)n2nnc3ccccc32)cc1C | 1.3 | 0.0 | -3.5 | 3.2 | 6.8 | 1.9 | -2.5 | -2.6 | 6.5
COc1cccc(-c2cc(C(=O)NCc3cccs3)no2)c1 | 0.3 | -5.3 | 0.7 | 4.9 | -3.1 | 1.8 | 7.2 | 5.7 | -2.5
Cc1cc(Cl)c2oc(C(=O)N(C)Cc3ccon3)c(C)c2c1 | 0.9 | -6.4 | 2.4 | 4.8 | -2.4 | 4.5 | 4.0 | -3.7 | -0.1
COc1ccc(S(=O)(=O)N2CCC(NC(=O)Nc3ccc(C)cc3)CC2)cc1 | -4.7 | 2.4 | 1.2 | 3.3 | 2.4 | -1.0 | -1.0 | -2.8 | 5.5
O=C(c1cccc(F)c1)N1CCN(C(=O)c2cc(-c3ccc(Cl)cc3Cl)on2)CC1 | 1.0 | 2.7 | 2.0 | 10.7 | 6.6 | 0.0 | 1.5 | 14.0 | 3.1
COc1cc(C)c(Br)cc1S(=O)(=O)N1CCCC1 | -3.7 | 9.8 | x | 3.3 | 5.2 | 1.7 | 0.4 | 7.4 | 9.0
O=C(CCC1CCCN(C(=O)C2(c3ccccc3)CC2)C1)N1CCN(c2ccccn2)CC1 (stereo unspecified) | 0.8 | -3.2 | -0.4 | 4.6 | 2.6 | -2.7 | 4.6 | 2.2 | 7.4
CCc1ccc(C(C)NC(=O)c2ccncc2)cc1 (stereo unspecified) | 2.0 | 10.0 | -0.9 | 4.5 | -2.3 | -1.1 | -6.1 | 1.3 | -0.2
COc1cnc(SCc2ccc(Cl)cc2)nc1Cl | -2.0 | 9.4 | 0.1 | 14.0 | 5.1 | 5.8 | -0.9 | -0.6 | 5.4
Cc1ccn2c(-c3n[nH]c(=S)n3Cc3ccccc3)c(C)nc2c1 | -0.4 | -22.0 | 2.3 | 6.7 | 0.2 | -1.4 | -1.0 | 4.8 | -22.7
COc1ccc(C2/C(=C(\O)c3cccc(OC)c3)C(=O)C(=O)N2c2ccccn2)cc1 (stereo unspecified) | -0.1 | 1.5 | -1.7 | 2.0 | -3.4 | 1.9 | -0.3 | 3.7 | 3.7
O=C1CN(C(=O)C2CCC(=O)N(CCc3ccc(Cl)cc3)C2)CCN1 (stereo unspecified) | -0.5 | 0.2 | -0.3 | 4.8 | 0.0 | -2.4 | 1.8 | 1.4 | 0.8
Cc1ccc(CNC(=O)[C@H](C)NC(=O)C2CCN(C(=O)[C@@H]3CCCN3C(=O)OC(C)(C)C)CC2)cc1 | -1.3 | -0.2 | 1.0 | 3.0 | 4.1 | 3.3 | 4.5 | 2.2 | -0.1
O=c1c2ccccc2[nH]c(=S)n1CCN1CCCCC1 | 10.6 | 1.7 | -1.7 | 4.8 | 0.1 | 2.3 | -3.8 | 3.3 | 1.3
CN(C)c1cc(-c2ccccc2)nc(N)n1 | 7.1 | 1.1 | 0.0 | 0.7 | -4.3 | 0.2 | 3.2 | 3.3 | 4.3
O=C(Cn1nnc(-c2cccc(C(F)(F)F)c2)n1)NC(=O)NCc1ccco1 | -0.5 | -2.4 | 0.7 | -1.1 | -1.6 | -4.2 | -0.4 | -2.5 | 2.0

An excerpt (hit frequency here may not be typical).
